SRC2 TRFRET art – TR-FRET signal artefacts, primary screen, artefact control for PPARgamma SRC-2 agonist project, biochemical | TR-FRET artefact counter-screen; hits give high values | TR-FRET ratio at 8 µM | hit rate 0.4% among 200,000; in the data active means TR-FRET ratio above about 2000; further: inactives centre near 1500
bIAP activator – bovine intestinal alkaline phosphatase activators, primary screen, biochemical, bovine IAP, CDP-star luminescence; alkaline phosphatase, intestinal [Bos taurus]; hit rate 0.17% among 200,000; activation factor at 20 µM; purified bovine IAP, 30 min; hits give high values; fold of DMSO-control signal, blank-subtracted;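 active means activation factor of 2 or more at 20 µM, a signal rise over negative controls twice the positive control's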
PPARg SRC-2 ag – agonists of PPARg-SRC-2 recruitment, primary screen, biochemical, HTS; Peroxisome proliferator-activated receptor gamma (Homo sapiens), P37231; PPARgamma LBD-SRC-2 recruitment; activation, % at 8 µM; hit rate 0.34% among 200,000; AID 1032, 2008; in the data active means activation above about 22%;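 further: 0% = vehicle and 100% = reference agonist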
Target sequence (P37231 whole entry, looked up, the tested form may be a part): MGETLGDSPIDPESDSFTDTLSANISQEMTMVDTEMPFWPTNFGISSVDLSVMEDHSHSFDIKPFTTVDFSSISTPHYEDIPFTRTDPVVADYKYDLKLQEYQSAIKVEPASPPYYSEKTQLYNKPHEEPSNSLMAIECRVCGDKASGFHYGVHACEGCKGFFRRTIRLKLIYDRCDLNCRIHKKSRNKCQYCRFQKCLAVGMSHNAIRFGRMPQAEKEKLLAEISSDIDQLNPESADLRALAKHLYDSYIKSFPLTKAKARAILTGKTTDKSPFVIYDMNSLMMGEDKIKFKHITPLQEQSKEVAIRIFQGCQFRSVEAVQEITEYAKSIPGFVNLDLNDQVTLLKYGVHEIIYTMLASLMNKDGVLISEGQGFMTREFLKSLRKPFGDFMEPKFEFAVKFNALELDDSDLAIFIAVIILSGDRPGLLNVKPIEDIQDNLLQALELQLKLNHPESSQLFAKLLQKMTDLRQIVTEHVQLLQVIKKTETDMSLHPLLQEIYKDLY
HMGR II inh – inhibitors of E. faecalis class II HMGR, primary screen, biochemical, Enterococcus faecalis. purified E. faecalis HMGR, NADPH absorbance 340 nm kinetic. inhibition, % at 10 µM. HMG-CoA reductase (Enterococcus faecalis, mvaE). hit rate 0.41% among 190,000. AID 1066, 2008;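 active means inhibition above a set limit, the median over all tested compounds plus 3 SD, cut at about 9.5% in these data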;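 further: enzyme runs in reverse so mevalonate oxidation gives rising NADPH absorbance; 0% = complete reaction with DMSO and 100% = background rate lacking mevalonate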
PPARg SRC-1 ag – PPARgamma agonists recruiting SRC-1 coactivator, primary screen, biochemical | PPARgamma-SRC-1 coactivator recruitment biochemical assay | AID 631, 2007 | hit rate 0.41% among 200,000 | activation, % at 8 µM; in the data active means activation above about 19%;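 further: 0% = DMSO and 100% = reference agonist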
PPARg SRC3 recr – PPARgamma agonists recruiting SRC-3 coactivator, primary screen, biochemical | Peroxisome proliferator-activated receptor gamma (Homo sapiens), P37231 | biochemical PPARgamma/SRC-3 coactivator recruitment assay | activation, % at 8 µM | hit rate 0.26% among 200,000 | AID 731, 2007; in the data active means activation above about 23%;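 further: 0% = DMSO and 100% = reference agonist; some compounds past the cut are filed as inactive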
bIAP inh – bovine intestinal alkaline phosphatase inhibitors, primary screen, selectivity assay for TNAP inhibitor project, biochemical, bovine IAP, CDP-star luminescence | purified bovine IAP, 30 min | inhibition, % at 20 µM | 190,000 tested, under 10 active | alkaline phosphatase, intestinal [Bos taurus] | AID 1019, 2008;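 active means over 50% inhibition of intestinal alkaline phosphatase at 20 µM in the single-dose screen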
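Incubation: 30 min reaction at room temperature / Material: purified bovine intestinal alkaline phosphatase (IAP) enzyme / Input: enzyme at 1/65,000,000 dilution / Dosing: 20 µM single dose / Signal: CDP-star luminescence signal / Reagent: CDP-star chemiluminescent phosphatase substrate, 30 µM final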
TNAP inh hi DEA – human TNAP enzyme inhibitors, primary screen, biochemical, luminescent, high phosphate acceptor level, uHTS; Alkaline phosphatase, tissue-nonspecific isozyme (Homo sapiens), P05186; hit rate 0.03% among 200,000; inhibition, % at 20 µM; purified TNAP, CDP-star luminescence, 1 M DEA;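 active means over 50% inhibition of tissue-nonspecific alkaline phosphatase at 20 µM in the single-dose screen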;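 further: plate controls were DMSO wells for no effect and EDTA-quenched wells as full inhibition for full effect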
Target sequence (P05186 whole entry, looked up): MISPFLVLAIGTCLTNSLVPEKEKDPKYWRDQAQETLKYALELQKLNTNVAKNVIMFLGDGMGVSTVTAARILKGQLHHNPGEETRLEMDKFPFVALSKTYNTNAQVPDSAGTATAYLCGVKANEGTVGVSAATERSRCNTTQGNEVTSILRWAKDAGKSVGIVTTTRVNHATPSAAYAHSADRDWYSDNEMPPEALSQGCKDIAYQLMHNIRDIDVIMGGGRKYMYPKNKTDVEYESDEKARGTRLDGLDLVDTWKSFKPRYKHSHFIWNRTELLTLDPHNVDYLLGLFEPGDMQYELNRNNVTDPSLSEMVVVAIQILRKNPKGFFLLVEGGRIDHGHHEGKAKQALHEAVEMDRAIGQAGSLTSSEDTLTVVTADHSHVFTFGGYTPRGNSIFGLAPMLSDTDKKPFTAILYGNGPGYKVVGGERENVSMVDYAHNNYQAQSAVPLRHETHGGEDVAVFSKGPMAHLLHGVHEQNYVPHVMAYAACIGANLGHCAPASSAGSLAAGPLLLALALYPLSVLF
TNAP act hiacc – TNAP activators at high phosphate acceptor level, primary screen, biochemical, luminescence, uHTS | Alkaline phosphatase, tissue-nonspecific isozyme (Homo sapiens), P05186 | purified TNAP, CDP-star luminescence, 1 M DEA, 30 min; hits give high values; 0 = EDTA background, 1 = DMSO-only activity | activation factor at 20 µM | 200,000 tested, under 10 active | AID 1136, 2008;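 active means activation factor at least 2 at 20 µM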
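Control set: EDTA negative control, DMSO positive control / Assay system: human TNAP / Quantity: TNAP 1/800 final / Evaluation: TNAP activation factor scaled between EDTA and DMSO control wells / Measured by: luminescent substrate turnover signal / Compound dosing: one dose, 20 µM / Times: 30 min enzyme reaction at room temperature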
TNAP inh noacc – human TNAP enzyme inhibitors, primary screen, biochemical, luminescent, no phosphate acceptor, uHTS; Alkaline phosphatase, tissue-nonspecific isozyme (Homo sapiens), P05186; purified TNAP, CDP-star luminescence, 30 min; inhibition, % at 20 µM; hit rate 0.26% among 200,000;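 active means tissue-nonspecific alkaline phosphatase inhibition above about 50% at 20 µM in the single-dose screen, limit read from the data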;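 further: 0% = DMSO negative control and 100% = EDTA positive control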
Active calls of the source: *. Not a hit list; overall some 1.6% were active at least once.

The opening two entries as a preview:
Results for CC(C)CCn1c(=O)c(C(=O)N/N=C/c2cccc(F)c2)c(O)c2ccccc21 ?
SRC2 TRFRET art: 1653; bIAP activator: 1; PPARg SRC-2 ag: 5; HMGR II inh: -3; PPARg SRC-1 ag: 0; PPARg SRC3 recr: 8; bIAP inh: 4; TNAP inh hi DEA: -1; TNAP act hiacc: 1; TNAP inh noacc: -8

Results for O=C(Nc1nnc(-c2ccccc2Cl)o1)c1cccnc1 ?
SRC2 TRFRET art: 1388; bIAP activator: 0.9; PPARg SRC-2 ag: 8; HMGR II inh: -4; PPARg SRC-1 ag: -1; PPARg SRC3 recr: 1; bIAP inh: 9; TNAP inh hi DEA: -2; TNAP act hiacc: 1; TNAP inh noacc: -9

Main list (from the top)
Results for CC(C)CCn1c(=O)c(C(=O)N/N=C/c2cccc(F)c2)c(O)c2ccccc21 ?
SRC2 TRFRET art: 1653; bIAP activator: 1; PPARg SRC-2 ag: 5; HMGR II inh: -3; PPARg SRC-1 ag: 0; PPARg SRC3 recr: 8; bIAP inh: 4; TNAP inh hi DEA: -1; TNAP act hiacc: 1; TNAP inh noacc: -8

Results for O=C(Nc1nnc(-c2ccccc2Cl)o1)c1cccnc1 ?
SRC2 TRFRET art: 1388; bIAP activator: 0.9; PPARg SRC-2 ag: 8; HMGR II inh: -4; PPARg SRC-1 ag: -1; PPARg SRC3 recr: 1; bIAP inh: 9; TNAP inh hi DEA: -2; TNAP act hiacc: 1; TNAP inh noacc: -9

How did O=C(NCCCCNC(=O)C1CCCC1)C1CCCC1 do in these assays?
SRC2 TRFRET art: 1394; bIAP activator: 0.9; PPARg SRC-2 ag: 10; HMGR II inh: -3; PPARg SRC-1 ag: 6; PPARg SRC3 recr: -2; bIAP inh: 9; TNAP inh hi DEA: -8; TNAP act hiacc: 1.1; TNAP inh noacc: -15

What do the screens show for `CCOc1ccccc1N1C(=O)CC(Sc2ncccc2C(=O)O)C1=O` (centres undefined)?
SRC2 TRFRET art: 1548; bIAP activator: 0.9; PPARg SRC-2 ag: 7; HMGR II inh: -4; PPARg SRC-1 ag: 7; PPARg SRC3 recr: 6; bIAP inh: 8; TNAP inh hi DEA: -4; TNAP act hiacc: 1; TNAP inh noacc: -10

Results for C=CCn1c(COc2ccc(Cl)cc2)nnc1SCC(=O)c1c(N)n(C)c(=O)n(C)c1=O ?
SRC2 TRFRET art: 1720; bIAP activator: 1.1; PPARg SRC-2 ag: 12; HMGR II inh: 1; PPARg SRC-1 ag: 7; PPARg SRC3 recr: 2; bIAP inh: -11; TNAP inh hi DEA: -9; TNAP act hiacc: 1.1; TNAP inh noacc: -4

What do the screens show for `COC(=O)C1=C(C)N(Cc2cccnc2)C(=O)/C1=C\c1sccc1C`?
SRC2 TRFRET art: 1558; bIAP activator: 1; PPARg SRC-2 ag: 14; HMGR II inh: 4; PPARg SRC-1 ag: 6; PPARg SRC3 recr: 9; bIAP inh: 3; TNAP inh hi DEA: 7; TNAP act hiacc: 0.9; TNAP inh noacc: 6

What do the screens show for `CC(C)CN(C)Cc1c(C(=O)N2CCc3ccccc3C2)nc2ccc(Cl)cn12`?
SRC2 TRFRET art: 1595; bIAP activator: 1; PPARg SRC-2 ag: -1; HMGR II inh: 1; PPARg SRC-1 ag: 6; PPARg SRC3 recr: 6; bIAP inh: 2; TNAP inh hi DEA: -4; TNAP act hiacc: 1; TNAP inh noacc: 6

What do the screens show for `CC(=O)c1c(C(C)=O)c(C)n(-c2cccc3cccnc23)c1C`?
SRC2 TRFRET art: 1501; bIAP activator: 1; PPARg SRC-2 ag: 5; HMGR II inh: -1; PPARg SRC-1 ag: 0; PPARg SRC3 recr: 4; bIAP inh: -5; TNAP inh hi DEA: -2; TNAP act hiacc: 1; TNAP inh noacc: -11

How did CCN(CC)S(=O)(=O)c1ccc(-c2nnc(SCC(=O)Nc3ccc(OC)cc3)o2)cc1 do in these assays?
SRC2 TRFRET art: 1670; bIAP activator: 1; PPARg SRC-2 ag: 7; HMGR II inh: 1; PPARg SRC-1 ag: 5; PPARg SRC3 recr: 5; bIAP inh: 1; TNAP inh hi DEA: 4; TNAP act hiacc: 1; TNAP inh noacc: -9

What do the screens show for `O=S(=O)(c1ccccc1)c1ncc(C(F)(F)F)cc1Cl`?
SRC2 TRFRET art: 1649; bIAP activator: 1; PPARg SRC-2 ag: 0; HMGR II inh: -13; PPARg SRC-1 ag: 1; PPARg SRC3 recr: 2; bIAP inh: -3; TNAP inh hi DEA: -2; TNAP act hiacc: 1; TNAP inh noacc: -7

Results for CC(=O)c1ccc(NC(=O)CCC(=O)OCC(F)(F)C(F)F)cc1 ?
SRC2 TRFRET art: 1486; bIAP activator: 1; PPARg SRC-2 ag: 3; HMGR II inh: 0; PPARg SRC-1 ag: -10; PPARg SRC3 recr: 3; bIAP inh: -2; TNAP inh hi DEA: -2; TNAP act hiacc: 1; TNAP inh noacc: -6

Results for Cc1cccc(NC(=O)CSc2n[nH]c(-c3ccncc3)n2)c1 ?
SRC2 TRFRET art: 1579; bIAP activator: 1; PPARg SRC-2 ag: 0; HMGR II inh: -1; PPARg SRC-1 ag: -6; PPARg SRC3 recr: 1; bIAP inh: -1; TNAP inh hi DEA: -5; TNAP act hiacc: 1; TNAP inh noacc: 20

How did C/C(=N\Nc1ccccc1)c1c(O)cc(C)oc1=O do in these assays?
SRC2 TRFRET art: 1626; bIAP activator: 1; PPARg SRC-2 ag: 5; HMGR II inh: 4; PPARg SRC-1 ag: 8; PPARg SRC3 recr: 4; bIAP inh: -2; TNAP inh hi DEA: -2; TNAP act hiacc: 1; TNAP inh noacc: -4

What do the screens show for `Cc1cccc(OCC(=O)O/N=C(\N)c2ccccn2)c1C`?
SRC2 TRFRET art: 1445; bIAP activator: 0.9; PPARg SRC-2 ag: -2; HMGR II inh: -3; PPARg SRC-1 ag: 3; PPARg SRC3 recr: 4; bIAP inh: 10; TNAP inh hi DEA: -1; TNAP act hiacc: 1; TNAP inh noacc: -6

What do the screens show for `CCOC(=O)C(CC)Sc1nnc(COc2ccc(C)cc2)n1-c1ccccc1` (centres undefined)?
SRC2 TRFRET art: 1422; bIAP activator: 1; PPARg SRC-2 ag: 3; HMGR II inh: -2; PPARg SRC-1 ag: -5; PPARg SRC3 recr: -3; bIAP inh: -1; TNAP inh hi DEA: -4; TNAP act hiacc: 1; TNAP inh noacc: -8

What do the screens show for `CCCc1cc(=O)n2[nH]c(NCc3c(F)cccc3Cl)nc2n1`?
SRC2 TRFRET art: 1547; bIAP activator: 0.9; PPARg SRC-2 ag: 0; HMGR II inh: -3; PPARg SRC-1 ag: -6; PPARg SRC3 recr: 0; bIAP inh: 5; TNAP inh hi DEA: -2; TNAP act hiacc: 1; TNAP inh noacc: -5

How did CC1=C(C(=O)Nc2ccccc2)C2(CCCCC2)C(C#N)=C(SCC(N)=O)N1 do in these assays?
SRC2 TRFRET art: 1740; bIAP activator: 0.9; PPARg SRC-2 ag: 15; HMGR II inh: -2; PPARg SRC-1 ag: 8; PPARg SRC3 recr: 9; bIAP inh: 11; TNAP inh hi DEA: -3; TNAP act hiacc: 1; TNAP inh noacc: -14

What do the screens show for `Cc1cc(C)nc(N/C(=N/S(=O)(=O)Cc2ccccc2)Nc2ccccc2)n1`?
SRC2 TRFRET art: 1485; bIAP activator: 0.9; PPARg SRC-2 ag: 2; HMGR II inh: -3; PPARg SRC-1 ag: -2; PPARg SRC3 recr: -1; bIAP inh: 10; TNAP inh hi DEA: -3; TNAP act hiacc: 1; TNAP inh noacc: 2

How did Cn1c(-c2ccc3ccccc3n2)nc2cnccc21 do in these assays?
SRC2 TRFRET art: 1680; bIAP activator: 0.9; PPARg SRC-2 ag: 10; HMGR II inh: 0; PPARg SRC-1 ag: 7; PPARg SRC3 recr: -2; bIAP inh: 12; TNAP inh hi DEA: -2; TNAP act hiacc: 1; TNAP inh noacc: -9

Results for CCOc1ccc(NC(=S)N(CCc2ccncc2)C(C)C)cc1 ?
SRC2 TRFRET art: 1635; bIAP activator: 1.2; PPARg SRC-2 ag: -1; HMGR II inh: -2; PPARg SRC-1 ag: 12; PPARg SRC3 recr: 1; bIAP inh: -25; TNAP inh hi DEA: -4; TNAP act hiacc: 1; TNAP inh noacc: -9

What do the screens show for `O=C1c2ccccc2C(O)N1Cc1cccs1` (centres undefined)?
SRC2 TRFRET art: 1692; bIAP activator: 1.2; PPARg SRC-2 ag: 11; HMGR II inh: -2; PPARg SRC-1 ag: 15; PPARg SRC3 recr: 5; bIAP inh: -17; TNAP inh hi DEA: -2; TNAP act hiacc: 1; TNAP inh noacc: -8

What do the screens show for `CCc1ccc(NC(=O)N2CCC(c3ccccc3)C2)cc1` (centres undefined)?
SRC2 TRFRET art: 1589; bIAP activator: 1; PPARg SRC-2 ag: -1; HMGR II inh: -4; PPARg SRC-1 ag: 2; PPARg SRC3 recr: -4; bIAP inh: -1; TNAP inh hi DEA: -3; TNAP act hiacc: 1; TNAP inh noacc: -10

How did CCN(C(=O)CSc1nnc(Cc2cccc3ccccc23)n1N)C1CCS(=O)(=O)C1 (centres undefined) do in these assays?
SRC2 TRFRET art: 1443; bIAP activator: 1; PPARg SRC-2 ag: 2; HMGR II inh: -5; PPARg SRC-1 ag: -5; PPARg SRC3 recr: -4; bIAP inh: 2; TNAP inh hi DEA: -1; TNAP act hiacc: 1; TNAP inh noacc: -10

What do the screens show for `CCOC(=O)c1cc(NC(=O)Nc2ccccc2Cl)c(C)nc1C`?
SRC2 TRFRET art: 1609; bIAP activator: 0.9; PPARg SRC-2 ag: 5; HMGR II inh: -4; PPARg SRC-1 ag: -3; PPARg SRC3 recr: 1; bIAP inh: 5; TNAP inh hi DEA: -6; TNAP act hiacc: 1.1; TNAP inh noacc: -6

Bioassay records deposited in PubChem by several laboratories.
